High-throughput results (PubChem BioAssay)
Mac1 fbg inh: CD11b/CD18-fibrinogen binding inhibition | AID 1497 | inhibition, % at 10 µM | K562 CD11b/CD18 adhesion to fibrinogen, ATPlite luminescence; Mn2+ added to activate the integrin | 93,000 compounds, 0.54% hits | P05107+P11215;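 active means primary inhibition of 50% or more at 10 µM, then 40% or more on retest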; further: some results filed as inactive read as strong as hits
Target sequence (P05107 whole entry, looked up, other chains not shown): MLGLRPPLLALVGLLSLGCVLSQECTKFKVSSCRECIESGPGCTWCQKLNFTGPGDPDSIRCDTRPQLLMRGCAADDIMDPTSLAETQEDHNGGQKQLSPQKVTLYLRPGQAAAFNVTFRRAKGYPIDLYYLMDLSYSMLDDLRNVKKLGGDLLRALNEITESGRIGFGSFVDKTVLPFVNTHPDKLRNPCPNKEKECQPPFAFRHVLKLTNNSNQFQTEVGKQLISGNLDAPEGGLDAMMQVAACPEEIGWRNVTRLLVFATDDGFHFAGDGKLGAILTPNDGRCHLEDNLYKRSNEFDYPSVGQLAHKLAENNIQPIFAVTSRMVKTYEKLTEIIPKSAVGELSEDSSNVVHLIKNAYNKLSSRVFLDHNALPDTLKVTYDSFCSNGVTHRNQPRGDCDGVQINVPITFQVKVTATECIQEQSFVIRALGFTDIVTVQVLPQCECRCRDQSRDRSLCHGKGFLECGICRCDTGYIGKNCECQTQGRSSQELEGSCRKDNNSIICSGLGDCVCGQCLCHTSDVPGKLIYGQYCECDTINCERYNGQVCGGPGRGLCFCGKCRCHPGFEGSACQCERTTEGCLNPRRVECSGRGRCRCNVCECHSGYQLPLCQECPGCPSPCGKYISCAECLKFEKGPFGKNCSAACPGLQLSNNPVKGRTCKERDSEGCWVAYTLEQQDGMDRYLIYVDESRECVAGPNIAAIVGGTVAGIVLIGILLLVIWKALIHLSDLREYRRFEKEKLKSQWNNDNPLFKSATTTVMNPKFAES
S1P2 antag: blocks the human S1P2 receptor; O95136; cell-based S1P2 antagonist assay, inhibition at 5 uM; inhibition, % at 5 µM; 97,000 compounds, 0.21% hits; AID 736; in the data active means inhibition above about 45%;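 further: CRE beta-lactamase reporter cells expressing human S1P2 stimulated with S1P; 0% = agonist at EC80 alone and 100% = agonist plus reference antagonist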
Target sequence (O95136 whole entry, looked up): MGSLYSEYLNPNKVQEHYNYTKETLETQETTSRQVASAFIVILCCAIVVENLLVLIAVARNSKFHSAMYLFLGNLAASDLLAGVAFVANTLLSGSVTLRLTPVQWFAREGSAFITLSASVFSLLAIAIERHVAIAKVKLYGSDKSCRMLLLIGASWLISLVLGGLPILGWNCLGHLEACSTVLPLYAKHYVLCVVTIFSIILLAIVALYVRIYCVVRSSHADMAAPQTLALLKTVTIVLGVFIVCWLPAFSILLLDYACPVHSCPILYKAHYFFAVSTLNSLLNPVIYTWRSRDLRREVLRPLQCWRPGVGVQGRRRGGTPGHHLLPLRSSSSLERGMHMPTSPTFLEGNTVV
PostGolgi yeast: growth inhibition of a yeast mutant, post-Golgi transport screen; inhibition, % at 10 µM; AID 739; 98,000 compounds, 0.9% hits; post-Golgi transport phenotypic cell assay;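 further: yeast cells grown in 1536-well plates; yeast grown about 18 h at 30C before absorbance read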
sEH act: increases human soluble epoxide hydrolase activity | P34913 | purified human sEH enzymatic activity, activator screen | activation, % at 2 µM | 91,000 compounds, 0.04% hits; in the data active means activation above about 37%; further: values of inactives mirror those of a sister screen read the other way
PLAP act: human PLAP activation | P05187 | purified PLAP enzyme, luminescent substrate read-out; stronger effect = higher value | activation fold at 20 µM | 96,000 compounds, 1.2% hits | AID 696; in the data active means activation fold above about 2
sEH inhibitor: soluble epoxide hydrolase (human) inhibition; P34913; recombinant human sEH enzymatic activity assay; inhibition, % at 2 µM; 91,000 compounds, 0.34% hits; in the data active means inhibition above about 80%; further: values of inactives mirror those of a sister screen read the other way; many of its hits are not listed in these tables
S1P2 agonist: S1P2 (human) receptor agonism | 97,000 compounds, 0.46% hits | activation, % at 4.5 µM | O95136 | S1P2-expressing cell line, agonist reporter read-out; in the data active means activation above about 16%;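 further: 0% = vehicle low control and 100% = maximal reference agonist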
E coli WT exp: E. coli BW25113 growth inhibition, expanded screen; 98,000 compounds, 0.15% hits; OD600 absorbance; AID 710; growth inhibition, % at 100 µM;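 active means growth inhibition above about 50% at one test dose, limit read from the data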;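 further: growth measured after 20 h incubation at 37 °C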
PostGolgi ctrl: growth of the yeast control strain, post-Golgi counter-screen | 98,000 compounds, 5% hits | efflux-deficient yeast background strain, growth absorbance A615, 16 h | inhibition, % at 10 µM | AID 738
The depositor's hits bear a star; nt = no result given. Unless noted, no stated cut-off is given here; in the data, active means inhibition above about 30%; inactive means the rest.

SMILES	Mac1 fbg inh	S1P2 antag	PostGolgi yeast	sEH act	PLAP act	sEH inhibitor	S1P2 agonist	E coli WT exp	PostGolgi ctrl
CC(C)(O)/C=C1/Oc2ccccc2C1N1CCCCC1 (stereo not drawn)	-5	-4	3	-2	1.5	1	-5	4	18
Cc1n[nH]c(=O)nc1NCC1CCCO1 (stereo not drawn)	-12	-36	3	-6	1	4	1	-3	11
O=C1CC(C2CCCO2)C(=O)N1c1cccc(Cl)c1 (stereo not drawn)	1	19	-10	-3	0.9	3	-2	-5	10
COc1ccccc1Nc1nc(N)nc(CSc2nc(C)cc(C)n2)n1	14	-22	4	-13	1	14	-3	-4	8
CNS(=O)(=O)c1cnccc1N1CCN(c2cccc(C(F)(F)F)c2)CC1	nt	7	13	0	1.1	1	-5	12	28
O=C(COc1ccc(S(=O)(=O)NC2CCCC2)cc1)N1CCCCCC1	-11	-2	4	-7	0.8	8	0	-1	9
Cn1c2ccccc2c2nnc(SCc3ccc4nonc4c3)nc21	-15	14	-1	-8	0.9	8	0	-2	19
COc1ccc(-n2nc3cc(C)c(N)c(Br)c3n2)cc1	6	9	8	0	1	1	0	-2	6
CCN1C(=O)/C(=C2\SC(=S)N(CCCOC)C2=O)c2ccccc21	10	-8	4	-5	0.9	5	-1	-17	3
Clc1ccc(-c2nnc(Sc3nc4ccccc4o3)c3ccccc23)cc1	nt	-7	-8	-4	nt	5	-6	-12	57*
O=C1c2ccccc2C(Nc2ccccc2)N1c1cccnc1 (stereo not drawn)	1	14	-5	10	0.8	-11	-8	1	19
N#Cc1nc(-c2cccc3ccccc23)oc1NCCN1CCOCC1	13	-12	2	-3	1.7	3	-5	8	4
CC(O)(C#CCN1CCOCC1)c1ccccc1 (stereo not drawn)	-28	-14	-5	-11	1.3	12	-5	-5	5
NC(=O)c1ccccc1OCC(=O)NC12CC3CC(CC(C3)C1)C2	-13	-5	-1	2	0.9	0	-6	5	3
CCN1C(=O)c2ccccc2S(=O)c2ccc(C(=O)N3CCCCCC3)cc21 (stereo not drawn)	-6	4	-9	-29	1.1	29	1	4	4
Cc1ccc(N2C(=O)c3ccc(C(=O)N4CCOCC4)cc3C2=O)cc1C	nt	-17	nt	-7	nt	7	-3	nt	nt
COc1ccc(S(=O)(=O)Nc2ccc(F)cc2)c(C)c1C	11	-18	-2	-8	1.2	9	-9	11	18
CCOc1ccc(C(c2nnnn2Cc2ccccc2)N2CCN(C(=O)c3ccco3)CC2)cc1 (stereo not drawn)	nt	-2	nt	0	nt	0	-5	nt	nt
C1CCC2=NCCCN2CC1	3	2	-15	14	0.8	-16	-3	-2	7
O=C(Nc1nc(-c2cccs2)cs1)c1cccc(S(=O)(=O)N2CCCCC2)c1	16	11	5	-4	0.9	3	-5	-9	11
Cc1ccnc(NC(=O)COc2ccc3oc4c(c3c2)CCCC4)c1	nt	8	nt	-6	nt	5	-5	nt	nt
CSc1nsc(SCc2cnc(C)nc2N)n1	-7	3	-2	-2	0.9	7	-1	10	6
O=C(CN1CCOc2ccccc21)NC1CCCCCCC1	nt	8	nt	-87	nt	86*	-11	nt	nt
Cc1c(N)cccc1-c1nc2ccccc2[nH]1	nt	-19	nt	-3	nt	5	-3	nt	nt
CSc1ccc(/C=N\NC(=O)COc2ccc(Cl)cc2Br)cc1	-6	18	3	-6	1	6	-4	-10	14
COc1ccc(Cl)cc1Nc1nc(C)cc(=O)[nH]1	-3	3	8	7	0.9	-3	0	5	17
CCc1nc(NC2CCCCC2)c(C#N)c2c1COC(C)(C)C2	22	-5	2	-6	0.9	4	2	1	13
COc1ccccc1N1CCN(C(=O)CN(Cc2ccccc2)S(C)(=O)=O)CC1	-2	18	35*	-12	1.5	7	-2	3	11
Cc1ccsc1/C=C/c1ccc2ccccc2n1	20	10	-8	23	0.9	-18	-8	-3	-6
COc1ccc(NC(=O)C2C3C=CC(C3)C2C(=O)NCc2ccccn2)c(OC)c1 (stereo not drawn)	nt	-16	0	0	nt	5	0	0	-1
C=CC[N+]1(CC#CCOC(c2ccccc2)c2ccccc2)CCOCC1	nt	6	-4	5	1.1	-6	-7	3	-5
COc1ccc(OCc2nnc(SCC(N)=O)n2-c2ccccc2OC)cc1	-5	12	-7	2	1.2	-1	-5	-1	-3
CCN1C(=O)CC(N2CCN(CC(=O)NC(C)C)CC2)C1=O (stereo not drawn)	nt	7	-13	0	0.9	3	-4	2	9
COc1ccc(/C=C(\C#N)C(=O)N2CCOCC2)cc1Br	nt	17	3	-2	1	4	-3	2	15
COc1ccc(C)cc1S(=O)(=O)N(CC(N)=O)Cc1ccccc1	-35	-9	-2	8	1.4	-3	1	0	-5
CC1(C)CC(=O)C2=C(C1)N(CC1CCCO1)C(=O)C2(O)C(F)(F)F (stereo not drawn)	1	-13	-5	-3	1	4	4	-1	3
COc1cc(/C=N/O)cc(Br)c1OCc1cccc(Cl)c1	2	-12	6	-5	0.9	7	-6	6	68*
COc1ccccc1N1CCN(CCCNC(=O)Nc2ccccc2)CC1	nt	-4	0	4	nt	-1	-2	10	3
Clc1ccc(Nc2nc3ccccc3n3nnnc23)cc1	-12	-9	1	22	0.9	-19	1	-15	26
N#Cc1c(SCC(N)=O)nc2c(c1-c1ccc(O)cc1)CCCC2	11	-3	12	-9	1.1	10	-9	-4	2

Arranged by SMILES length (descending): 3 of the compounds above.
SMILES	Mac1 fbg inh	S1P2 antag	PostGolgi yeast	sEH act	PLAP act	sEH inhibitor	S1P2 agonist	E coli WT exp	PostGolgi ctrl
COc1ccc(/C=C(\C#N)C(=O)N2CCOCC2)cc1Br	nt	17	3	-2	1	4	-3	2	15
COc1ccc(Cl)cc1Nc1nc(C)cc(=O)[nH]1	-3	3	8	7	0.9	-3	0	5	17
Clc1ccc(Nc2nc3ccccc3n3nnnc23)cc1	-12	-9	1	22	0.9	-19	1	-15	26

Next part.
SMILES	Mac1 fbg inh	S1P2 antag	PostGolgi yeast	sEH act	PLAP act	sEH inhibitor	S1P2 agonist	E coli WT exp	PostGolgi ctrl
CCOC(=O)CSc1nnc(-c2ccncc2)o1	nt	-11	14	4	nt	-2	-5	11	2
CC(C)Nc1ncnc2c1cnn2-c1ccccc1	nt	21	4	7	nt	-7	-3	10	3
CCCOc1ccc(Cn2c(C)nc([N+](=O)[O-])c2SCC(O)COC)cc1[N+](=O)[O-] (stereo not drawn)	nt	-24	22	-2	1.5	4	-2	8	4
CCC(=O)c1c[nH]c(C(=O)NCCc2ccccn2)c1	-6	19	10	0	0.8	-1	-2	3	-5
CC(=O)c1cccc(NC(=O)CSc2nnc(-c3ccc(S(=O)(=O)N4CCCC4)cc3)o2)c1	0	6	-12	3	1	-2	-8	-2	-9
Fc1ccc(CSc2nnc(Cc3sc(-c4ccccc4)nc3-c3ccccc3)o2)cc1	-28	7	-9	-5	0.7	5	-3	-30	-3
COc1ccc(OC)c(NC(=O)c2nnn(Cc3ccccc3C)c2N)c1	-39	1	-10	-6	1.2	9	-8	-3	34*
Cc1nnc2n(C3CCCCC3)c(=O)c3c4c(sc3n12)CCC4	14	-7	4	-6	0.9	6	-10	2	-4
COCc1[nH][nH]c(=O)c1C=Nc1ccc(Cl)cc1	1	5	0	-13	1.7	10	-7	6	7
COC(=O)c1nnn(-c2nonc2N)c1CN1CCc2ccccc21	-7	-11	-7	-7	1.1	6	-5	3	13
COc1ccccc1OCCNC(=O)c1ccccc1C	6	12	-1	-10	0.7	10	-7	7	1
Nc1nnc(Cc2ccccc2)s1	-16	-4	-5	9	0.8	-7	0	9	15
COc1ccc2c(c1)C1NC(=S)NC(C)(O2)C1C(=O)Nc1ccccc1C (stereo not drawn)	26	5	2	-8	0.9	11	-6	-9	1
O=C(NCc1ccccc1)C1CCN(S(=O)(=O)c2cccc3cccnc23)CC1	6	21	-3	-5	0.9	4	-3	0	-6
CC(C)(C)c1ccc(OCC(O)CNC(=O)c2ccccc2C(=O)O)cc1 (stereo not drawn)	nt	-10	nt	4	nt	-5	2	nt	nt
CCOc1cc(C=O)c(Br)cc1OC1CCCC1	nt	-7	8	4	1.2	0	-2	2	18
CCc1c(C)c(C#N)c2nc3ccccc3n2c1NCc1ccco1	13	-15	0	5	1	-2	5	-4	21
Cc1ccc(S(=O)(=O)n2nc(OC(=O)c3cccs3)cc2N)cc1	nt	9	-1	6	1	-6	-5	-2	13
Cc1ccc(S(=O)(=O)NCCc2ccc(S(N)(=O)=O)cc2)cc1	10	-31	6	-1	0.8	2	-2	6	12
COc1cccc(C(=O)N2CCN(C3CCC(c4ccccc4)CC3)CC2)c1 (stereo not drawn)	-4	19	8	nt	1.8	nt	-4	11	2
O=C(NC1CCCCC1)C1CCN(S(=O)(=O)c2cccs2)CC1	-18	-1	3	-57	1.1	57	-5	-3	3
O=C(CN(C1CCCCC1)C1CCCCC1)N1CCc2ccccc2C1	-4	-36	30	3	1.6	-2	-2	7	12
CC1(C)CC(=O)C(C=NCCCN2CCCC2=O)=C(O)C1	-9	19	-3	-5	0.9	6	-12	-3	1
Cc1c(Cl)cccc1N=c1c([N+](=O)[O-])nn(-c2ccccc2)n1O	-2	3	8	29	0.8	-28	-2	-7	8
CC(=O)Nc1cccc2c1C(=O)N(c1ccc(C)cc1)C2=O	nt	2	nt	2	nt	3	-5	nt	nt
COC(=O)c1cc(OC)c(OC)cc1NC(=O)c1c(-c2ccccc2Cl)noc1C	-2	-25	22	4	1.7	-4	-2	0	37*
Cc1ccc(NC2=NCCCCC2)cc1	-4	-11	22	4	0.7	-7	-9	2	2
CC(=O)NCCc1nc2ccccc2n1Cc1ccccc1	22	2	6	4	1.5	-2	-9	-4	26
O=C(c1ccccc1)c1cnc(Nc2ccccc2Cl)s1	nt	3	0	16	1	-20	-5	-18	12
COc1ccc(/C=N/NC(=O)c2ccn[nH]2)cc1COc1ccc(F)cc1	2	3	-6	15	1.1	-12	-5	-1	-3
O=C(N/N=C/c1ccco1)c1cc(-c2ccc3ccccc3c2)n[nH]1	8	-7	13	9	2.7*	-8	-5	-22	43*
CC1CN(C2CCN(S(=O)(=O)c3ccccc3)CC2)CC(C)O1 (stereo not drawn)	nt	-18	nt	-2	nt	3	1	nt	nt
O=C(COc1ccc(Cl)cc1Cl)Nc1nc2n(n1)C(c1ccccc1)CC(=O)N2 (stereo not drawn)	-7	10	-4	-40	1.6	38	-5	-4	-1
CCC(NS(=O)(=O)c1ccc(OC)cc1)C(=O)O (stereo not drawn)	-30	-17	2	4	1.1	-7	-3	-2	-1
COc1ccc(NC(=O)Cn2c(-c3ccc(OC)cc3)cn(-c3ccc(C)cc3)c2=O)cc1	20	-7	4	-17	1.2	15	-6	3	22
O=C(COc1ccc(Cl)cc1)N1CCN(c2cccc(C(F)(F)F)c2)CC1	16	-7	2	24	1.1	-23	-5	-20	28
O=C1C(c2ccccc2)C(c2ccccc2)NC(c2ccccc2)C1c1ccccc1 (stereo not drawn)	3	7	9	nt	0.9	nt	-8	-17	30
Cc1ccc(CNC(=O)CCS(=O)(=O)c2ccc(Br)s2)o1	-10	1	1	-13	1.2	15	-3	12	9
O=C(CCc1ccc(S(=O)(=O)NCc2ccccc2)cc1)NCc1ccc2c(c1)OCO2	-5	-4	-7	-58	0.8	57	-2	0	14
COCCn1c(C)cc(C(=O)COC(=O)c2cc3c(s2)CCC3)c1C	-5	-2	-6	nt	1.6	nt	-6	-7	16
CC1=CC(C)(C)Nc2ccc(OC(=O)CN3C(=O)c4cccc5cccc(c45)C3=O)cc21	10	-6	33*	21	1.1	-18	-8	-3	-8
COc1ccc2c3c(cccc13)NN=C2C	nt	0	nt	-10	nt	11	-3	nt	nt
CCN(Cc1ccccc1)C(=O)CSc1nc(C)cc(C)c1C#N	2	-19	10	6	0.9	-6	-3	-6	35*
O=C(NCc1ccc2c(c1)OCO2)c1ccc(=O)[nH]c1	12	10	3	-7	0.9	5	-3	6	15
Cc1cccc(CCNS(=O)(=O)c2cnc[nH]2)c1	-19	nt	-2	nt	1	nt	nt	5	4

Entries above containing a COOH group (2):
SMILES	Mac1 fbg inh	S1P2 antag	PostGolgi yeast	sEH act	PLAP act	sEH inhibitor	S1P2 agonist	E coli WT exp	PostGolgi ctrl
CC(C)(C)c1ccc(OCC(O)CNC(=O)c2ccccc2C(=O)O)cc1 (stereo not drawn)	nt	-10	nt	4	nt	-5	2	nt	nt
CCC(NS(=O)(=O)c1ccc(OC)cc1)C(=O)O (stereo not drawn)	-30	-17	2	4	1.1	-7	-3	-2	-1
